Screens: PubChem, several laboratories
Furin inhibitor: human furin inhibition. P09958. purified furin, fluorogenic substrate cleavage. inhibition, % at 30 µM. 0.061% of 220,000 active. AID 463115; in the data active means inhibition above about 25%; further: inactives centre near -15
KCC2 mod: modulators of human KCC2 chloride dependent transport; B-score of Tl+ flux slope (higher = more flux/activation; lower = inhibition) at 10 µM; 2.2% of 190,000 active; Q9H2X9; AID 1456; KCC2 cells, thallium flux FluoZin-2 fluorescence;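 active means thallium flux slope and its plate-corrected score both differing from the plate sample mean at a set confidence after two filtering rounds, in either direction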;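 further: slope of fluorescence scaled to starting intensity during 10 to 20 s after thallium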
Target sequence (Q9H2X9 whole entry, looked up): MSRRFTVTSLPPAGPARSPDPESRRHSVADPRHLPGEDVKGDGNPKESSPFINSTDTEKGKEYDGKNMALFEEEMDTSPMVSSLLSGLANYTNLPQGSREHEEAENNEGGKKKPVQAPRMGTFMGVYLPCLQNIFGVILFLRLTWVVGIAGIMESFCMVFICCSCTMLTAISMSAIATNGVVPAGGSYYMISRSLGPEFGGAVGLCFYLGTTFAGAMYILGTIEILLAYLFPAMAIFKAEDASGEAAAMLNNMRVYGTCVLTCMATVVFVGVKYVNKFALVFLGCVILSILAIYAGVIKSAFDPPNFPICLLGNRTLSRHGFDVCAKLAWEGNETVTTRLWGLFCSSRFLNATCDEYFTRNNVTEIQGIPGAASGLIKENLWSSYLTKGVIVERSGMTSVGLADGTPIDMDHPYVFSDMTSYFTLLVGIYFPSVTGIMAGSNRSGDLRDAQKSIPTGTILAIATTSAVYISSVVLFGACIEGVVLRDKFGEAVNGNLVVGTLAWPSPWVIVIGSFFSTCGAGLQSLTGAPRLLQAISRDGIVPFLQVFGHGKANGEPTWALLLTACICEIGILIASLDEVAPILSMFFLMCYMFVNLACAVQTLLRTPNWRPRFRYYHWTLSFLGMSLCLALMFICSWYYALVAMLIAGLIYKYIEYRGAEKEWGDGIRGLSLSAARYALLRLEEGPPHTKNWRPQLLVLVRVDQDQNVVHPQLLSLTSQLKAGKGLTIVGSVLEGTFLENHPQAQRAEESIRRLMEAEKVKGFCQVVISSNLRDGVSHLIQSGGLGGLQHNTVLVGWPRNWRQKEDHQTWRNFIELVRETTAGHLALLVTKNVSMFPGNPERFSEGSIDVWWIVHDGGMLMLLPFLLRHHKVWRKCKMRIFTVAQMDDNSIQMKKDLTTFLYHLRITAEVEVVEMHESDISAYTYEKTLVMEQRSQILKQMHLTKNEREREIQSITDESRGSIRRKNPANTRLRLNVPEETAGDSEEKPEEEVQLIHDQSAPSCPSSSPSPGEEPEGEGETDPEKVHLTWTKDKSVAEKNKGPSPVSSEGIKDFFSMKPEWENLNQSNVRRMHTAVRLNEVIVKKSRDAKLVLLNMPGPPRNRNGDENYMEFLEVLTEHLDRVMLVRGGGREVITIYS
thrombin 1536: inhibitors of human thrombin; P00734; alpha-thrombin, Boc-VPR-AMC fluorogenic substrate cleavage; inhibition, % at 5 µM; 0.26% of 220,000 active; AID 1046;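 active means inhibition at or above 40%; inactive means inhibition below 40%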;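 further: 0% = enzyme with no compound and 100% = wells without enzyme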
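System: human alpha-thrombin protein; Compound dosing: one concentration per compound, 5 µM, with 0.2% DMSO; Timing: reaction at room temperature; Technique: AMC fluorescence, 355/460 nm; Controls: enzyme without compound as high, wells lacking enzyme as low.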
Wee1 stabilizer: blocks degradation of human Wee1 kinase; AID 1321; P30291; HeLa Luc-Wee1K328M stability, luciferase luminescence; 100% = proteasome inhibitor MG132 effect; 1.2% of 220,000 active; reporter increase, % at 5 µM;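 active means activation above the mean of all tested compounds plus 3 SD, set per screening run, cut at about 8.8% in these data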;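 further: cells exposed to compound for 20 h before luminescence read; 0% = DMSO alone and 100% = MG132 at 30 µM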
KLK5 inh: blocks human kallikrein 5 protease activity; Q9Y337; 0.59% of 210,000 active; AID 873; inhibition, % at 5 µM; recombinant hK5, fluorogenic AMC substrate cleavage;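 active means inhibition of 40% or more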;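 further: 0% = enzyme controls without compound and 100% = no-enzyme blanks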
FXIIa inh: blocks human coagulation factor XIIa protease activity; AID 800; inhibition, % at 5 µM; 0.3% of 220,000 active; P00748; purified FXIIa, Boc-QGR-AMC fluorogenic substrate, 2 h; in the data active means inhibition above about 40%;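 further: 0% = enzyme with no compound and 100% = blank without enzyme; many of its hits are not listed in these tables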
FXIa inh 1536: blocks human coagulation factor XIa protease activity. inhibition, % at 5 µM. 0.14% of 220,000 active. P03951. purified FXIa, Boc-Glu-Ala-Arg-AMC fluorogenic substrate;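 active means inhibition of at least 40%; inactive means inhibition below 40%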;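 further: fluorescence of freed AMC excited at 355 nm; 0% = enzyme without compound and 100% = no enzyme blank; many of its hits are not listed in these tables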
PERK inh: inhibitors of human PERK kinase | CHO PERK-DD fusion, SEAP luminescence translation reporter | Q9NZJ5 | inhibition, % at 5.6 µM | 0.17% of 220,000 active;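 active means inhibition above the mean inhibition of all tested compounds plus 3 SD, set separately per screening campaign, cut at about 2.9% in these data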;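 further: PERK kinase domain activated by AP20187 dimerizer at 100 nM; 0% = DMSO with dimerizer and 100% = rapamycin at 8.4 µM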
p97 ATPase inh: human p97 ATPase inhibition. P55072. inhibition, % at 8 µM. recombinant p97 ATPase, Kinase-Glo ATP luminescence, 3 h. 0.42% of 220,000 active; in the data active means inhibition above about 15%;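 further: 0% = DMSO vehicle and 100% = wells lacking enzyme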
* = called active by the depositor; . = not tested or not shown; [ ] = dose if it differs, or a comment.

KLK5 inh	KCC2 mod	FXIa inh 1536	FXIIa inh	p97 ATPase inh	PERK inh	Furin inhibitor	thrombin 1536	Wee1 stabilizer	structure
0	0.013	4	6	7	-1.2	-4	1	6	c1ccc(-c2nnc(SCC3CCCO3)nc2-c2ccccc2)cc1 (stereo unspecified)
24	-1.3	-9	-5	4	-0.5	-8	-6	-2	Cc1cc(C)n(-c2ccc(C(=O)NCc3cccs3)cc2)n1
-18	-1.5	1	3	-5	0.5	-6[20 µM]	-6	0	O=C(CCN1CCCCC1)Nc1ccc(Br)cc1
-4	-0.39	-1	1	4	0.5	-17	1	-2	N#Cc1cc(C(=O)c2ccccc2OCC(=O)Nc2ccccc2)cn(C2CCCCC2)c1=O
-18	.	-3	9	1	1.1	-35	-6	5	Cc1cccc(-n2ncc3c(NCCCO)ncnc32)c1
-32	0.16	-8	2	5	1.4	-23	-5	-1	O=C(O)CCC(=O)CCC(=O)c1ccccc1
-13	-2	5	7	5	1.3	-30	-4	-3	O=C(c1cc2c(s1)-c1ccccc1OC2)N1CCc2ccccc2C1
1	0.74	1	9	-2	0.5	-15	-4	9.9*	CCS(=O)(=O)N1Cc2ccccc2CC1C(=O)Nc1cccc(C)c1 (stereo unspecified)
-3	1.2	0	13	0	-0.4	12[20 µM]	-3	2	CCCOc1ccc(Oc2cc(C)nc(SC)n2)nn1
-2	-0.86	-2	5	4	-0.2	-22	-7	-2	CC(C)(C)OC(=O)N/N=C/c1cn(-c2ccccc2)nc1-c1cccnc1
-7	0.55	7	15	-8	-0.1	-4	2	-6	CN1C=CC=C/C1=C(\C#N)c1nc2ccccc2[nH]1
4	0.69	-4	9	2	0.6	-44	-9	1	Cc1nnc(SCC(=O)NC2CCCCC2C)s1 (stereo unspecified)

New compounds follow.
KLK5 inh	KCC2 mod	FXIa inh 1536	FXIIa inh	p97 ATPase inh	PERK inh	Furin inhibitor	thrombin 1536	Wee1 stabilizer	structure
0	-0.034	4	8	2	0.3	-29	6	-2	COc1ccc(CC2(C)OC(c3ccncc3)=NN2C(C)=O)cc1 (stereo unspecified)
0	0.042	1	6	3	1.9	-9	-5	-2	CC1(C)CC(=O)C(C=NCCN2CCN(C(=O)CCl)CC2)=C(O)C1
4	-0.19	2	6	3	-0.1	-9	1	6	NNC(=O)/C(=C\c1ccc(Br)cc1)NC(=O)c1cccs1
0	.	-11	2	0	0.7	-22[20 µM]	-6	0	CCOc1cc(S(=O)(=O)NCc2cccs2)ccc1Cl
3	-0.04	-1	13	3	1.2	-18	-1	-1	CN(CCC1CCOCC1)C(=O)CC1C(=O)NCCN1CC1CCCCC1 (stereo unspecified)
4	-0.17	-3	0	4	-0.2	-31	-2	0	O=C(c1n[nH]c(=O)c2ccccc12)N1CCN(C2c3ccccc3-c3ccccc32)CC1
-13	0.49	-3	4	1	0.4	-9[20 µM]	-11	2	CCOC(=O)c1cnc(-c2ccccc2)nc1N
-5	-0.79	-1	7	-10	-0.8	-22	-7	0	Cc1ccccc1-c1noc(-c2ccccc2C(=O)NCc2ccco2)n1
-8	-0.88	0	2	-4	0.3	-9[20 µM]	-6	1	O=C(Nc1ccc(Cl)cc1)N(C1=NCCC1)c1ccc(OC(F)F)cc1
-1	0.55	-2	9	1	0.6	-9	-8	-1	O=C(O)/C=C\C(=O)Nc1cc(O)ccc1[N+](=O)[O-]
4	0.71	-3	17	1	-0.2	-36[20 µM]	-3	0	Cc1cc(NC(=O)c2ccc(S(=O)(=O)N(C)C)cc2)n(-c2ccccn2)n1
-4	-0.25	1	9	2	1.7	-13	6	-1	CC(C)(O)C#Cc1ccc(C(=O)NC(CCCNC(N)=O)C(=O)O)s1 (stereo unspecified)

Complete entries as entered above.
`CC1(C)CC(=O)C(C=NCCN2CCN(C(=O)CCl)CC2)=C(O)C1` as listed: KLK5 inh = 0; KCC2 mod = 0.042; FXIa inh 1536 = 1; FXIIa inh = 6; p97 ATPase inh = 3; PERK inh = 1.9; Furin inhibitor = -9; thrombin 1536 = -5; Wee1 stabilizer = -2
`CC(C)(O)C#Cc1ccc(C(=O)NC(CCCNC(N)=O)C(=O)O)s1` (stereo unspecified) as listed: KLK5 inh = -4; KCC2 mod = -0.25; FXIa inh 1536 = 1; FXIIa inh = 9; p97 ATPase inh = 2; PERK inh = 1.7; Furin inhibitor = -13; thrombin 1536 = 6; Wee1 stabilizer = -1

Following part.
KLK5 inh	KCC2 mod	FXIa inh 1536	FXIIa inh	p97 ATPase inh	PERK inh	Furin inhibitor	thrombin 1536	Wee1 stabilizer	structure
-7	0.47	-2	8	3	0.3	-22	-4	-2	Cc1cccc(C)c1NC(=S)N(C)CCc1ccccn1
17	0.33	1	5	0	-0.6	-20	3	-2	C=CCSc1nc(N)c(C#N)c(-c2ccccc2)c1C#N
-5	-0.99	-4	3	4	1.5	-17	-4	4	CC1CCCC(NC(=O)COC(=O)Cc2ccc(Br)cc2)C1C (stereo unspecified)
-4	-1.4	-4	5	7	0.2	-15	-5	4	Cc1cc(C)n(/C(=C/N(C)C)C(=O)c2ccccc2)n1
-3	.	-6	-1	-7	0.0	-5	-4	-1	O=C(c1ccco1)N1CCN(CCOc2ccccc2)CC1
0	-0.48	-2	9	6	0.4	-21	-1	-1	COC(=O)c1cn(NC(=O)c2ccc([N+](=O)[O-])c(C)c2)c(=O)c2ccccc12
17	0.7	44*	28	-4	0.9	-4	14	-2	Cc1nc2cc(NC(=O)Nc3cccc(F)c3)ccc2n1C
-12	-2.1	-1	3	5	-0.4	-15[20 µM]	-5	3	CCN1C(=O)c2cccc3c(NC(=O)c4ccccc4)ccc1c23
2	-1.6	-1	6	-3	-0.2	-16	-9	-1	CC(=O)N1CCCN(Cc2cn(-c3cc(C)ccc3C)nc2-c2ccccc2)CC1
-10	0.26	-3	10	3	0.3	-26	6	20*	O=C(NNC(=O)C12CC3CC(CC(C3)C1)C2)[C@@H]1C[C@H]1c1ccccc1
0	0.81	-3	6	8	0.8	-19	-8	2	COc1ccc2cc(CN(CC3CCCO3)C(=O)Nc3ccccc3)c(=O)[nH]c2c1 (stereo unspecified)
-31	0.21	-15	9	3	-0.1	-29[20 µM]	-2	4	CC(=O)c1cccc(NS(=O)(=O)c2ccc3c(c2)oc(=O)n3C)c1

Next results follow.
KLK5 inh	KCC2 mod	FXIa inh 1536	FXIIa inh	p97 ATPase inh	PERK inh	Furin inhibitor	thrombin 1536	Wee1 stabilizer	structure
-23	0.83	4	7	3	0.0	-22[20 µM]	-2	-1	Cc1cccc(C(OC(=O)c2ccco2)C(=O)NCc2ccccc2)n1 (stereo unspecified)
3	-1.2	6	10	2	-0.3	-21	-3	0	CCOc1ccc(NC(=O)c2cc3n(n2)C(C(F)(F)F)CC(c2ccco2)N3)cc1 (stereo unspecified)
-23	-0.44	-4	9	0	0.7	11	3	-1	CC1CCC(N(C(=O)c2csnn2)C(C(=O)NC(C)(C)C)c2cccnc2)CC1 (stereo unspecified)
4	0.86	8	15	1	1.0	-14[20 µM]	5	-2	Cn1ncc([N+](=O)[O-])c1C(=O)Nc1ccc2c(c1)OCCO2
5	-0.82	2	10	.	.	-30	3	.	CC(C)C[C@@H](CSc1ccc(Br)cc1)N1CCN(CCc2ccccc2)CCC1=O
-21	-0.74	2	11	3	1.6	-20[20 µM]	0	-2	N#Cc1c(NC(=O)C2CC(c3ccccc3Cl)=NO2)sc2c1CCC2 (stereo unspecified)
8	0.023	14	23	4	-0.1	-16[20 µM]	-3	-2	Cc1cc(C)nc(N2CCC(C(=O)NCCc3ccccc3)CC2)n1
-10	-0.87	-23	-20	3	-1.1	-18	-7	2	CC1CCN(C(=O)Cn2c(SCC(=O)Nc3nccs3)nc3ccccc32)CC1
3	0.32	0	12	-1	-1.1	-9[20 µM]	5	3	Cc1sc2ncnc(NCCN3CCOCC3)c2c1C
-77	0.3	5	9	5	0.9	-14	1	-1	Cc1cc(C)c2nc(NNC(=O)c3ccc(S(=O)(=O)N4CCCC(C)C4)cc3)sc2c1 (stereo unspecified)
-4	0.095	0	2	5	1.4	-22	-7	4	O=C(O)CCCn1cc(NC(=O)COc2cc(F)ccc2[N+](=O)[O-])cn1
4	0.14	-26	9	3	-0.5	-21[20 µM]	-3	-2	CC1(c2ccccc2)NC(=O)N(CC(=O)NC(=O)NCc2ccco2)C1=O (stereo unspecified)

Next records
KLK5 inh	KCC2 mod	FXIa inh 1536	FXIIa inh	p97 ATPase inh	PERK inh	Furin inhibitor	thrombin 1536	Wee1 stabilizer	structure
-7	-2	7	13	2	-0.3	-9	-1	-2	CC1CCN(C(=O)c2ccc(CSc3nc4ccncc4n3Cc3ccc(F)cc3)cc2)CC1
-6	-1.3	1	5	-5	0.2	-14	-8	2	CC1CN(C(=O)c2ccc(COc3ccc(C(C)C)cc3)o2)CC(C)O1 (stereo unspecified)
1	0.012	1	6	4	0.6	-22	-2	2	COc1cccc2cc(NC(=O)C3CCCCC3)c(=O)oc12
-12	.	2	10	2	1.8	-16	-7	3	Cc1nn(CC(=O)O)c(C)c1C
-10	0.92	16	24	2	1.1	-11[20 µM]	-4	0	O=C1C(=O)N(CCN2CCCCC2)c2ccccc21
-19	0.32	6	10	3	0.5	-25	0	9.0*	O=C(NC(=S)NCC1CCCO1)c1ccccc1 (stereo unspecified)
-2	-0.14	0	9	1	0.3	-33	-10	2	CCc1ccc(CNC(=O)C2CCN(S(=O)(=O)N3CCC4(CC3)OCCO4)CC2)cc1
-4	0.3	7	16	3	0.4	-15[20 µM]	4	-2	O=C(/C=C/c1ccc(-c2ccccc2[N+](=O)[O-])o1)c1ccc(F)cc1
2	-0.074	1	8	-1	1.4	-24	2	1	O=C(C1=C[C@H](c2ccc(Br)cc2)C[C@H](OCCCCO)O1)N1CCN(Cc2ccccc2)CC1
7	-1.4	-1	1	7	0.8	-17	-4	-1	C=CCSc1nc2ccsc2c(=O)n1-c1ccccc1
1	-1.1	7	14	4	0.9	-15	0	-3	Nc1cc(-c2cccc(F)c2)nn1S(=O)(=O)c1cccc2nsnc12
-5	.	-3	3	5	1.3	-22	-4	0	N#CC1=C(S)N(c2ccccc2)C(c2ccco2)NC1=O (stereo unspecified)
-7	-1	-4	3	5	0.3	-32	-11	-3	COc1ccc(-n2nc(C)cc2N)cc1
-5	0.75	5	14	4	0.7	-14	-1	-1	CC(=O)c1ccc(NC(=S)N2CCN(CCN3C(=O)c4cccc5cccc(c45)C3=O)CC2)cc1
-6	1.1	-2	-5	6	0.4	-28	-2	-3	COc1ccccc1NC(=S)N1CCCc2ccccc21
